Source: PubChem (The Scripps Research Institute Molecular Screening Center)
M4 ag = CHRM4 agonism in calcium assay. activation, % at 3 µM. hit rate 0.14% among 360,000. P08173. CHO-K1 hM4/Gqi5, Fluo-8 calcium fluorescence; vehicle 0%, full acetylcholine response 100%;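 active = activation above the run mean over all test wells plus 3 SD, cut at about 32% in these data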;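 note: peak over basal fluorescence ratio per well then scaled between controls; 0% = DMSO wells and 100% = acetylcholine at EC100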
Target sequence (P08173 whole entry, looked up): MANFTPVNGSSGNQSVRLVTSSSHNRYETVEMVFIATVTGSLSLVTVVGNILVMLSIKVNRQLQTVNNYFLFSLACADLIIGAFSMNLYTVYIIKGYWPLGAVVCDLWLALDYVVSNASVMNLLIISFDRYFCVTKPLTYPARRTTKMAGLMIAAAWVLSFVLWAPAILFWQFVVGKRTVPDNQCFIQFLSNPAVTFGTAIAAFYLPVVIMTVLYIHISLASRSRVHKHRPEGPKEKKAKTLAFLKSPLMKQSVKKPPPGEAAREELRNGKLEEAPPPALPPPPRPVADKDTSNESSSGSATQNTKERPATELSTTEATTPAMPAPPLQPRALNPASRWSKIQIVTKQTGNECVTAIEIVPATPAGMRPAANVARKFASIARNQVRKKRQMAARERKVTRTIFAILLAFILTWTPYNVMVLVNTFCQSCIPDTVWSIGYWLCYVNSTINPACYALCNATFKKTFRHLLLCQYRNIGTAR
M4 antag = blocks acetylcholine activation of human M4 receptor; P08173; CHO-hM4 cells, ACh EC80, Fluo-8 calcium fluorescence; inhibition, % at 3 µM; hit rate 0.73% among 360,000; AID 624125;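 active = inhibition above its plate's cutoff, the mean inhibition of sample wells plus 3 SD, cut at about 27% in these data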;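 note: 0% = acetylcholine EC80 with DMSO and 100% = DMSO without agonist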
CHO-K1 Ca antag = M1 antagonist counterscreen hit in parental CHO-K1 cells; hit rate 0.6% among 360,000; inhibition, % at 3 µM; ATP-induced calcium, Fluo-8 fluorescence;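 active = inhibition above a per-plate cutoff, the plate's mean sample inhibition plus 3 SD, cut at about 24% in these data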;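 note: 0% = DMSO plus EC80 ATP and 100% = DMSO alone without ATP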
CHRM1 agonist = activates human CHRM1 receptor; CHO-K1 hM1, Fluo-8 calcium fluorescence, agonist mode; 0% DMSO, 100% acetylcholine EC100; activation, % at 3 µM; hit rate 0.33% among 360,000; P11229; AID 588814;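 active = activation above the run's mean compound activation plus 3 SD, cut at about 16% in these data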;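 note: peak over basal fluorescence ratio within a 140 s kinetic read after compound addition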
M1 PAM = potentiates human M1 receptor response to acetylcholine; hit rate 0.088% among 360,000; CHO-K1 hM1, Fluo-8 calcium fluorescence, ACh EC20; 0% = ACh EC20, 100% = maximal ACh; activation, % at 3 µM; P11229; in the data active = activation above about 19%, passing the limit was not always enough
OXTR potentiate = human OXTR potentiation; P30559; CHO-OTR cells, Fluo-8 calcium fluorescence, potentiator mode; 0% = oxytocin EC15, 100% = EC100; activation, % at 3 µM; hit rate 0.061% among 320,000; AID 2445;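 active = activation above that plate's cutoff, the mean activation of tested compounds plus 3 SD, cut at about 6.6% in these data, passing the limit was not always enough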;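 note: 100% uses oxytocin at 75 nM as the full agonist control; some results filed as inactive read as strong as hits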
Target sequence (P30559 whole entry, looked up): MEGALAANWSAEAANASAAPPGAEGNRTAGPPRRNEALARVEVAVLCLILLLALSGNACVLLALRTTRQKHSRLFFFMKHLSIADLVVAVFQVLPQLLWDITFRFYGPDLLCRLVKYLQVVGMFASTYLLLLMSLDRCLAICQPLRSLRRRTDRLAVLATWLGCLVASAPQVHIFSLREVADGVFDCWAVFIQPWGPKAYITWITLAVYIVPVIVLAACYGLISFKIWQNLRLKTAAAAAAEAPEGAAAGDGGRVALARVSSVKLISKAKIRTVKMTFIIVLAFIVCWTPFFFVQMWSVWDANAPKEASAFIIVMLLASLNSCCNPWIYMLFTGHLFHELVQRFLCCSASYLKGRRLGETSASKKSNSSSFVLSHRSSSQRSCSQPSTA
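System: human OTR in CHO cells / Also added: sub-maximal oxytocin, roughly EC15 / Control set: EC15 oxytocin low, 75 nM oxytocin high / Schedule: 6 min compound pre-incubation at room temperature, 100 s kinetic read / Compound: single-point 3.0 µM / Replication: singlicate / Technique: Fluo-8 calcium dye fluorescence / Read-out basis: % activation of max/min ratio relative to oxytocin controls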
M1 ag parental = M1 agonist counterscreen hit in parental CHO-K1 cells. Fluo-8 calcium fluorescence; scaled to maximal ATP response, vehicle zero. activation, % at 3 µM. hit rate 0.48% among 360,000. AID 602248; in the data active = activation above about 15%;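 note: untransfected CHO-K1 host cells lacking M1 receptor as counterscreen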
CHO parental Ca = counter-screen for OX1R antagonists: effect in parental CHO cells. parental CHO-K1, ATP-induced calcium, Fluo-8 fluorescence. inhibition, % at 5.6 µM. hit rate 0.63% among 330,000. AID 463079;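 active = inhibition above that plate's mean sample inhibition plus 3 SD, cut at about 26% in these data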;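 note: 0% = ATP-challenged DMSO wells and 100% = DMSO wells without ATP; some compounds past the cut are filed as inactive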
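test system = CHO parental line | reagent = ATP stimulus | measured by = intracellular calcium via Fluo-8 no-wash fluorescent dye | control set = ATP and no-ATP DMSO wells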
M1 antag = antagonists of human M1 muscarinic receptor; AID 588852; P11229; inhibition, % at 3 µM; CHO-K1 hM1, Fluo-8 calcium fluorescence, ACh EC80 antagonist; hit rate 1.3% among 360,000;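 active = percent inhibition above its own plate's cutoff, namely the mean of that plate's compound wells plus 3 SD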;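 note: peak over basal fluorescence ratio during 140 s after agonist addition; 0% = ACh EC80 plus DMSO and 100% = DMSO alone without agonist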
An asterisk follows results filed as active; . = not tested or not shown.

canonical_smiles | CHO parental Ca | CHO-K1 Ca antag | OXTR potentiate | CHRM1 agonist | M1 PAM | M4 ag | M1 ag parental | M4 antag | M1 antag
C[C@@H]1CN([C@H](C)CO)C(=O)CCCn2nncc2CO[C@H]1CN(C)C(=O)Nc1ccc(N2CCN(C)CC2)cc1 | . | -12 | . | -3 | 4 | 1 | 0.9 | -11 | -19
C=CCSc1nnc(-c2cnn(-c3ccccc3)c2-n2cccc2)n1C | -1 | 19 | -3 | -1 | 13 | 3 | 0.9 | -10 | -27
O=C(c1ccc(CN2CCc3ccccc3C2)cc1)N1CCN(c2ccc(F)cc2)CC1 | -4 | -8 | -8 | 0 | -11 | 11 | 4.9 | -7 | -16
CC(C)OC(=O)c1cccc(NC(=O)c2ccccc2)c1 | -7 | 0 | 5 | -2 | -3 | 3 | 0.4 | -3 | 3
COc1ccc(CN2CCC(=O)N(CCO)CC2)cc1OC | -10 | -19 | 4 | -1 | 7 | 0 | 0.6 | -3 | -8
CC(=O)c1sc(N/N=C\c2ccccc2O)nc1C | 5 | -11 | -11 | -2 | 6 | 4 | 2.5 | -7 | -8
COCCNC(=S)Nc1ccc(N2CCCCC2)cc1 | 3 | 13 | -2 | -5 | 7 | 0 | -0.1 | -4 | -4
C/C(=N\Nc1nc2ccccc2s1)c1ccc(Br)s1 | -10 | -7 | -15 | -8 | 10 | -1 | 0.4 | 2 | -15
CC(C)(C)CC(C)(C)N=C1Nc2ccccc2NC12C[C@H]1CCC(=O)N3CC[C@@H](C2)[C@@H]13 (stereo not given in full) | . | -22 | . | -7 | 8 | 0 | 0.0 | -4 | -11
O=C(Cc1ccc(NC(=O)C2CCCN(C(=O)C3CC3)C2)cc1)Nc1ccc(C(=O)N2CCOCC2)cc1 (stereo not given) | . | -13 | . | -3 | 5 | 0 | 0.5 | 9 | -9
Cc1c(N(C)C)nc2ccccc2c1N | -2 | -3 | -2 | -4 | 3 | 1 | -0.4 | 0 | -34
NC1=NC[C@@H](Cc2ccc(O)cc2)N1CCc1cc(C(F)(F)F)cc(C(F)(F)F)c1 | -7 | -9 | 0 | 14 | 5 | -2 | -0.1 | 6 | 13
CC(Cn1cncn1)C(=O)N1CCN(S(=O)(=O)c2ccc(Cl)cc2)CC1 (stereo not given) | -3 | -11 | 2 | -2 | 9 | 0 | 1.6 | -7 | -18
CCCCn1nnnc1NCc1ccc(OC)c(OC)c1OC | -5 | -7 | -3 | -3 | -2 | 0 | 0.1 | 1 | 5
O=C(NCC(=O)N1CCN(c2ccccc2O)CC1)c1ccc2c(c1)OCO2 | -10 | 3 | -2 | -2 | 8 | 3 | 1.5 | -6 | -11
CC(Oc1ccc(F)cc1)C(=O)Nc1ccc2ccccc2c1 (stereo not given) | -12 | -7 | -5 | -4 | 2 | -2 | 0.3 | 10 | 4
COc1ccccc1C(=O)Nn1c(C)nc2ccccc2c1=O | -8 | -10 | -4 | -4 | 4 | 2 | -0.4 | 2 | -2
COc1ccc(/C=N/n2nnnc2N)cc1OC | -9 | -11 | -7 | -3 | 9 | 1 | 4.7 | 8 | -7
CCc1cc2c(=O)c(-c3cnn(-c4ccccc4)c3)coc2c(CN2CCOCC2)c1O | -13 | -14 | -8 | -3 | 2 | 2 | 0.2 | 10 | -1
COCCn1c(C)cc(C2=NNC(=Nc3ccc(Cl)cc3Cl)SC2)c1C | -8 | -6 | -6 | -5 | 1 | 0 | -0.5 | 1 | -1
Cc1cc(C)c2c(c1C)C(=O)CCC2 | . | -9 | . | -5 | 7 | 1 | 0.3 | 6 | -6
CCOC(=O)[C@H]1[C@H]2COc3cc(OC)ccc3[C@@H]2N2C(=O)c3ccc(F)cc3NC(=O)[C@@]12C | -16 | -8 | -5 | -6 | 11 | 6 | -0.3 | -14 | -18
COc1cccc(N2C(=O)C(CC(=O)Nc3ccccc3)N(C3CCCCC3)C2=O)c1 (stereo not given) | -19 | -12 | -7 | -6 | 5 | 1 | 1.5 | -2 | -2
CCCCC(=O)Nc1c(C)cc(C)cc1Cl | -12 | -5 | -4 | -3 | 6 | 0 | -0.3 | 9 | -9
CSc1nnc(-c2cccn(Cc3ccccc3)c2=O)o1 | -16 | 1 | 3 | -11 | 12 | 0 | 1.6 | -6 | -9

Some of the entries so far, with values under each structure:
Each structure is followed by: CHO parental Ca | CHO-K1 Ca antag | OXTR potentiate | CHRM1 agonist | M1 PAM | M4 ag | M1 ag parental | M4 antag | M1 antag
- CC(C)OC(=O)c1cccc(NC(=O)c2ccccc2)c1
  -7 | 0 | 5 | -2 | -3 | 3 | 0.4 | -3 | 3
- COc1ccc(CN2CCC(=O)N(CCO)CC2)cc1OC
  -10 | -19 | 4 | -1 | 7 | 0 | 0.6 | -3 | -8
- CC(=O)c1sc(N/N=C\c2ccccc2O)nc1C
  5 | -11 | -11 | -2 | 6 | 4 | 2.5 | -7 | -8
- COCCNC(=S)Nc1ccc(N2CCCCC2)cc1
  3 | 13 | -2 | -5 | 7 | 0 | -0.1 | -4 | -4
- C/C(=N\Nc1nc2ccccc2s1)c1ccc(Br)s1
  -10 | -7 | -15 | -8 | 10 | -1 | 0.4 | 2 | -15
- CC(C)(C)CC(C)(C)N=C1Nc2ccccc2NC12C[C@H]1CCC(=O)N3CC[C@@H](C2)[C@@H]13 (stereo not given in full)
  . | -22 | . | -7 | 8 | 0 | 0.0 | -4 | -11
- O=C(Cc1ccc(NC(=O)C2CCCN(C(=O)C3CC3)C2)cc1)Nc1ccc(C(=O)N2CCOCC2)cc1 (stereo not given)
  . | -13 | . | -3 | 5 | 0 | 0.5 | 9 | -9
- Cc1c(N(C)C)nc2ccccc2c1N
  -2 | -3 | -2 | -4 | 3 | 1 | -0.4 | 0 | -34

Further structures:
canonical_smiles | CHO parental Ca | CHO-K1 Ca antag | OXTR potentiate | CHRM1 agonist | M1 PAM | M4 ag | M1 ag parental | M4 antag | M1 antag
COc1ccc(NS(=O)(=O)c2ccc3c(c2)CCN3C(=O)CCC(=O)O)cc1OC | 6 | 4 | -17 | -3 | 16 | 1 | 0.3 | 2 | -16
C=C(C)Cn1c(CN(C)Cc2ccccc2)nc2c1c(=O)n(C)c(=O)n2C | -4 | 13 | -11 | -2 | -5 | 12 | 7.3 | -5 | -6
O=C(Nc1c(Cl)cccc1Cl)C1CCN(C(=O)c2cccs2)CC1 | -3 | -10 | -12 | -3 | 5 | 1 | 1.8 | 4 | -4
c1ccc2c(c1)nc(Nc1ccc3c(c1)OCO3)c1nnnn12 | -12 | 0 | -8 | -5 | 0 | 1 | 0.1 | -1 | -4
COc1ccc(S(=O)(=O)N2CCC(C(=O)N3CCCCC3)CC2)cc1OC | -4 | -10 | -4 | -2 | 10 | 3 | 1.0 | 2 | -13
CC(=O)/C(=N/Nc1ccc(Br)cc1)N1CCCc2ccccc21 | -23 | -8 | 8 | -7 | -7 | -1 | -0.2 | -8 | 0
COc1ccccc1CNC(=O)C(=O)NCC(c1ccco1)N1CCOCC1 (stereo not given) | -9 | 5 | -20 | 2 | 18 | 1 | 0.7 | -2 | -3
Cc1ccc(N=Nc2ccc(N)cc2C)c(S(N)(=O)=O)c1 | -4 | -7 | -6 | 2 | 20 | 0 | 0.0 | -12 | -12
COc1ccc(-c2sc3cc4c(cc3c2C#CC2(N)CCCCC2)OCO4)cc1 | 2 | 5 | -5 | 0 | 5 | 2 | 2.1 | 19 | 6
c1ccc(CSc2ncn[nH]2)nc1 | -11 | 17 | -1 | -7 | 7 | 1 | -0.1 | -2 | 5
Cc1c(Br)c([N+](=O)[O-])nn1CC(=O)NCCc1c[nH]c2ccccc12 | -6 | 3 | -10 | -4 | -14 | 16 | 6.1 | 11 | 29
COc1ccc(NCC(=O)Nc2ccc(Br)cc2F)c(OC)c1 | -21 | -13 | -17 | -2 | 13 | 1 | 1.8 | 6 | -15
O=C(Nc1cc([N+](=O)[O-])ccc1N1CCOCC1)c1ccco1 | 1 | -14 | -16 | -4 | 5 | 2 | 0.2 | 3 | -2
Cc1cc2ccc3ccccc3c2cc1CN(C)C | -24 | 2 | 4 | -2 | -1 | 5 | 1.6 | 1 | 8
COC(=O)c1ccsc1NC(=O)CN1C(=O)CCC1=O | -10 | 14 | -3 | 1 | 3 | 0 | -0.1 | -9 | 5
O=C(C1CCCN(Cc2cccnc2)C1)N1CCCCC1 (stereo not given) | -3 | -7 | -12 | -5 | 1 | 0 | 0.4 | 10 | -9
CC1(c2ccc(Cl)c(Cl)c2)NC(=S)N2C1NC(=S)N2c1ccccc1 (stereo not given) | -3 | -11 | -3 | 0 | 10 | 4 | 1.3 | -1 | -36
CCOC(=O)[C@]12CCCC=C1N(Cc1cccc3ccccc13)C(=O)[C@H](CC(=O)NCCCOC)C2 | . | -6 | . | . | . | 1 | -0.7 | 3 | .
CCCn1c(NC(=O)c2ccccc2Br)nc2ccccc21 | -2 | -17 | -18 | -7 | -8 | 1 | 2.5 | 2 | 7
COc1ccc(N/C(N)=N/c2nc(CSc3ccc(C)cc3)cc(=O)[nH]2)cc1 | -14 | 0 | -14 | -2 | 3 | 1 | 0.2 | 8 | -19
CCCC[C@@H]1CNC(=S)N1CC1CCCCC1 | -10 | -3 | -13 | 1 | 6 | 16 | 0.7 | -2 | 0
O=C(NCCc1ccccc1)c1ncn[nH]1 | -1 | -8 | -5 | -3 | 1 | 0 | 0.6 | 1 | -5
CCCCC(=O)NCc1ccccc1Cl | -4 | -8 | 0 | -4 | 5 | 0 | 0.2 | 0 | 14
COc1ccc(S(=O)(=O)Nc2c3ccccc3nc(=O)n2-c2ccccc2)cc1 | -8 | 14 | -13 | 1 | 0 | 4 | 1.0 | -5 | 1
COc1cccc(-c2cnc3c(NC=O)cc(-c4cc(C)c(O)c(C)c4)cn23)c1 | . | -7 | . | -3 | 0 | 2 | 0.3 | 0 | -6
COc1ccc(S(=O)(=O)N2CCN(C3CC4CCC3C4)CC2)cc1 (stereo not given) | -7 | -9 | 0 | -13 | -16 | 0 | 0.3 | -4 | 2
CC(=O)c1sc(NC(=O)CCCOc2ccc(Cl)cc2)nc1C | -9 | -25 | -10 | -3 | -1 | 1 | -0.1 | -7 | -1
Cc1cc(C)c2nc(N3CCC(C(=O)NCCCN4CCCCC4)CC3)sc2c1 | -7 | 13 | -13 | -5 | -20 | 2 | -0.3 | 7 | 76*
O=C(CN1CCN(C(=O)c2ccccc2Cl)CC1)Nc1cccc(S(=O)(=O)N2CCCC2)c1 | . | -12 | . | -7 | 1 | 4 | 4.0 | 5 | -3
COc1cccc(/C=C/C(=O)OCC(=O)c2ccc(S(=O)(=O)N3CCCCC3)cc2)c1OC | 4 | -10 | -3 | 1 | 0 | 2 | 1.4 | -10 | 2
